697 NFkB inh: inhibitors of the PMA/ionomycin-induced NF-kB reporter in 697 B cells; 697 B-cell NF-kB luciferase reporter, 16 h; 0.33% of 330,000 active; AID 435022; inhibition, % at 4 µM; in the data active means inhibition above about 35%
SENP7 inh: inhibitors of human SENP7 protease. 1.5% of 330,000 active. recombinant SENP7, Z-RLRGG-aminoluciferin luminescence, 40 min. inhibition, % at 5 µM. AID 434973. Q9BQF6;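 active means inhibition above about 50% at the single test dose, limit read from the data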;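 further: plate controls were DMSO with enzyme for no effect and no enzyme buffer wells for full effect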
Target sequence (Q9BQF6 706-1050 limits assumed): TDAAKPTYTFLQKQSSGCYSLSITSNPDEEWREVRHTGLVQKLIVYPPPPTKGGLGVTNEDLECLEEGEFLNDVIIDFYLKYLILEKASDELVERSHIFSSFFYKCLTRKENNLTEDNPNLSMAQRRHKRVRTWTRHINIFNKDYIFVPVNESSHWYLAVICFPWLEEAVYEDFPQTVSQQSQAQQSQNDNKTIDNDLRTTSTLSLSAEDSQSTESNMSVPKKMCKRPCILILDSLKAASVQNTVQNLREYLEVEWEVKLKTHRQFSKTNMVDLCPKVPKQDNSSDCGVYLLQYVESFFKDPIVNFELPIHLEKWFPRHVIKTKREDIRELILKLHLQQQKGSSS
HKDC1 inh: HKDC1 (human) hexokinase inhibition; Q2TB90; recombinant HKDC1, G6PDH/diaphorase resazurin coupled fluorescence; inhibition, % at 20 µM; 0.16% of 340,000 active; AID 493160;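 active means inhibition above about 35% when tested at 20 µM, limit read from the data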;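 further: plate controls were DMSO wells with enzyme for no effect and DMSO wells lacking enzyme for full effect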
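System: Recombinant HKDC1 hexokinase | Amount: HKDC1 at 5 µg/mL | Reagent: Glucose with 1 mM ATP | Doses: Single 20 µM dose | Incubation: Reaction time 90 min, room temperature, protected from light | Signal: Coupled resazurin fluorescence, excitation 525 nm, emission 613 nm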
Jurkat NFkB inh: lowers PMA/ionomycin-induced NF-kB signal in Jurkat cells | PMA/ionomycin-induced NF-kB luciferase reporter, luminescence | 0.53% of 330,000 active | inhibition, % at 4 µM | AID 435003
UBC13 polyUb: inhibitors of human UBC13 polyubiquitin chain formation. TR-FRET. inhibition, % at 20 µM. 0.47% of 330,000 active; in the data active means inhibition above about 45%, passing the limit was not always enough
Target sequence (P61088 whole entry, looked up): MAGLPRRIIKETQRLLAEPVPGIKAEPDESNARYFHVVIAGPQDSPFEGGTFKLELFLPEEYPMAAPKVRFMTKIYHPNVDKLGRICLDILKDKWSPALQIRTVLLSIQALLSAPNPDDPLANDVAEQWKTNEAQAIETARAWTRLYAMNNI
SENP8 block: SENP8 protease inhibition | purified SENP8, Z-RLRGG-aminoluciferin cleavage, luminescence | inhibition, % at 10 µM | 1.2% of 330,000 active | AID 2540 | Q96LD8
Target sequence (Q96LD8 whole entry, looked up): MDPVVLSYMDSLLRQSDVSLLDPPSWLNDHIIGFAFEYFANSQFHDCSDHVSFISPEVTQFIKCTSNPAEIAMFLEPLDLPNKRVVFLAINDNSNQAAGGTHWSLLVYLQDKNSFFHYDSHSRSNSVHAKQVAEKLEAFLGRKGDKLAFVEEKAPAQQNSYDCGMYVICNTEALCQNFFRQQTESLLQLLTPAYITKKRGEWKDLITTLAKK
Gli-Sufu antag: antagonists of Gli-Sufu signaling; inhibition, % at 5 µM; AID 588413; 0.74% of 340,000 active; Sufu-KO-LIGHT fibroblasts, Gli luciferase reporter luminescence;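 active means inhibition above about 55%, limit read from the data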;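 further: 0% = DMSO-treated cells and 100% = wells with medium but no cells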
Apaf1 inhib: blocks human Apaf-1 apoptosome activity | O14727 | reconstituted apoptosome caspase-3 activity, DEVD-Rh110 fluorescence | inhibition, % at 20 µM | 0.71% of 330,000 active | AID 489030; active means inhibition of at least 40% at 20 µM;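 further: plate controls were DMSO wells for no effect and DEVD-CHO caspase inhibitor wells for full effect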
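Material: reconstituted apoptosome with Apaf-1, cytochrome c, caspase-9, procaspase-3, dATP. Technique: Rh110 fluorescence intensity. Buffer or medium: pH 7.5 Hepes buffer with CHAPS, BSA, DTT. Times: 30 min plus 50 min, RT.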
Starred values were filed as active, the others as inactive; i = inactive; / = not tested or not shown. Unless noted, no stated cut-off is given here; in the data, active means inhibition above about 50%; inactive means the rest.

SMILES	697 NFkB inh	SENP7 inh	HKDC1 inh	Jurkat NFkB inh	UBC13 polyUb	SENP8 block	Gli-Sufu antag	Apaf1 inhib
Cc1sc2nc(SCC(=O)N3CCOCC3)[nH]c(=O)c2c1-c1ccccc1	-7	-7	1	3	-12	-6	-8	13
Cc1ccccc1-c1nc(CN(C)C(C)c2ccon2)c(C)o1 (configuration not stated)	8	-1	-7	8	5	6	1	4
Cc1ccccc1CNC(=O)C1CCCN(c2cnccn2)C1 (configuration not stated)	-2	2	-6	2	-2	11	2	-2
CN(C)C(=O)C#Cc1ccccc1	4	1	4	5	6	0	6	-8
Cc1ccc(-c2csc(-c3c[nH]c4ccccc34)n2)cc1	-70	-7	2	-78	11	-11	-105	4
CC(C)(C)C(=O)CNCC(=O)C(C)(C)C	-3	-1	13	3	3	7	-2	-2
N#CC12CCCCC1CC1CCCCC1(C#N)N2Cc1ccccn1 (configuration not stated)	-16	-9	-4	-16	-11	-7	4	13
CC1CN(C(=O)c2cc3ccccc3cc2O)CC(C)O1 (configuration not stated)	9	6	-2	0	-1	-3	-5	3
c1cncc(Nc2nc(-c3ccncc3)cs2)c1	23	3	5	-7	14	2	-25	-8
CC(=O)OCC1=C(C(=O)O)N2C(=O)C(NC(=O)CC(C)c3ccccc3)C2SC1 (configuration not stated)	2	6	1	4	-4	-5	1	-5
COc1ccc(N2CCN(CCCNC(=O)C(=O)c3c[nH]c4ccccc34)CC2)cc1	5	5	-4	4	30	0	19	4
Cc1cc2nc(C(F)(F)F)[nH]c(=O)n2n1	13	-5	-3	8	9	-3	7	-17
CCN(CC)CCN(C(=O)c1ccc2c(c1)CCCC2)c1nc2c(C)cccc2s1	4	0	9	0	8	6	35	31
CN(Cc1ccccc1)C(=O)CCS(=O)(=O)c1ccc2c(c1)n(C)c(=O)c(=O)n2C	8	-12	-5	8	-5	-15	-4	5
COC(=O)C(NC(C)=O)(Nc1nc2ccc(S(C)(=O)=O)cc2s1)C(F)(F)F (configuration not stated)	-4	-3	-4	7	-1	-2	-3	-2

Retrieved by compound from the list above (2):
SMILES	697 NFkB inh	SENP7 inh	HKDC1 inh	Jurkat NFkB inh	UBC13 polyUb	SENP8 block	Gli-Sufu antag	Apaf1 inhib
c1cncc(Nc2nc(-c3ccncc3)cs2)c1	23	3	5	-7	14	2	-25	-8
CCN(CC)CCN(C(=O)c1ccc2c(c1)CCCC2)c1nc2c(C)cccc2s1	4	0	9	0	8	6	35	31

Following part:
SMILES	697 NFkB inh	SENP7 inh	HKDC1 inh	Jurkat NFkB inh	UBC13 polyUb	SENP8 block	Gli-Sufu antag	Apaf1 inhib
Cn1cnnc1SCc1ccc(-c2ccc(Br)cc2)o1	6	0	-5	15	-8	0	2	11
CCc1cc(=O)oc2cc(C)cc(OCC(=O)NCc3cccnc3)c12	11	0	2	6	12	1	-7	1
CC(C)(C)c1cccc(/C=N/O)c1O	-4	-7	3	12	-1	-11	7	18
COc1ccc(OC)c(NS(=O)(=O)Cc2ccccc2)c1	8	-3	/	-12	-8	-3	/	0
Cc1ccc(NC2CCCCC2NS(=O)(=O)c2ccccc2)c(C)c1 (configuration not stated)	-23	-6	2	5	2	-9	9	21
CCOCCOC(=O)C1=C(C)N(C)C(=O)NC1c1cc(Cl)c(O)c(OC)c1 (configuration not stated)	14	3	-4	-1	-1	-2	3	-2
CCCN(CCC)c1ccc(C(O)c2nnc(-c3ccccc3)o2)cc1 (configuration not stated)	-24	4	-8	7	9	-3	-3	19
CCN1C(=O)C(C(=O)Nc2ccc(OC)cc2)C2CC1(C)Oc1ccccc12 (configuration not stated)	-16	-6	2	8	3	-5	-6	i
CCCCNC(=O)c1nn(-c2ccccc2OC)c(=O)c2ccccc12	-12	5	-6	-2	-4	4	9	-1
COc1ccc(NC(=O)N(C)C[C@H]2Oc3ccc(NC(=O)CCN4CCOCC4)cc3C(=O)N([C@H](C)CO)C[C@@H]2C)cc1	14	-2	-2	5	6	9	9	-4
O=C(Nc1ccc(OC(F)(F)F)cc1)c1ccc(S(=O)(=O)N2CCOCC2)o1	-6	2	-3	-2	5	-4	0	2
CC(C)(C)n1nc2c(c1NC(=O)COc1ccc3ccccc3c1)CS(=O)C2 (configuration not stated)	-1	-1	4	2	-5	-5	0	-2
Cc1oc(-c2ccccc2Cl)nc1CN1CCCN(C(=O)c2ccco2)CC1	-14	-4	-12	-9	-4	-9	14	8
CC(=O)CCc1oc2c([N+](=O)[O-])cccc2c1-c1ccc(C)o1	1	3	-5	1	2	-2	6	12
CCOC(=O)c1c(NC(=S)NC(C)=O)sc(C)c1C	8	8	4	-2	-16	2	6	12
CCOc1cc(C(=O)Nc2c(C)ccc3nsnc23)cc(OCC)c1OCC	7	0	-3	7	17	8	13	1
Cc1cc(C)c(OCC(=O)NCCCn2nc(C)cc2C)c(C)c1	2	-1	-5	-11	1	-6	4	9
Cc1cccc(NC(=O)Cn2c(=O)oc3ccccc32)n1	11	-5	3	18	-3	-2	-1	5
OCc1nc(CO)n(Cc2ccccc2)n1	0	-4	-2	-15	-18	-5	1	-5
CC12CCC(=O)N1C(C(=O)Nc1nnc(SCc3ccccc3F)s1)CS2 (configuration not stated)	1	-4	3	3	4	3	-28	14
Cc1nc2ccccc2n1Cc1n[nH]c(=S)n1-c1ccc(Cl)cc1	13	0	-8	8	6	0	-6	-7
COc1ccc(C(CNc2ccc(S(C)(=O)=O)cc2[N+](=O)[O-])N(C)C)cc1OC (configuration not stated)	3	5	-6	8	-4	5	-9	5
COc1cc(C(=O)Nc2nc(N)n(-c3ccccc3)n2)cc(OC)c1OC	8	-1	-3	-1	5	-6	-1	-9
COc1ccc(NC(=O)c2cc(-c3ccccn3)nc3ccccc23)c(OC)c1	14	7	-7	4	10	1	3	1
COc1ccc(OC)c(N(CC(=O)N2CCN(c3cc(Cl)ccc3C)CC2)S(C)(=O)=O)c1	-3	-10	9	11	3	0	-5	18
CC(C)C(=O)Nc1ccc(N2CCN(C(=O)c3cccs3)CC2)cc1	4	3	-3	-16	4	-6	-35	-3
Cc1cccc(C(=O)NNC(=O)CCCCC(=O)NNC(=O)c2cccc(C)c2)c1	5	-4	-2	-11	18	-10	/	5
Cn1ccc2cc(-c3csc(N4CCC(C(N)=O)CC4)n3)ccc21	11	-1	-1	-3	7	10	-3	2
COc1ccc(-c2nc(-c3ccc4c(c3)OCO4)[nH]c2-c2ccc(OC)cc2)cc1	-24	0	-6	6	1	-1	3	8
Oc1ccccc1C1=Nc2ccccc2N=C(c2cccs2)C1	9	0	11	13	11	5	2	0
C/C(=N\NC(=O)c1cc2c(s1)CCC(C)C2)c1ccncc1 (configuration not stated)	-51	-3	6	-25	-6	-19	-17	6
Cc1ccnc(N2CCC(C(=O)Nc3cccc(C(F)(F)F)c3)CC2)n1	13	-1	-1	-10	5	-2	10	-5
Cc1ccc(-c2nnc(N3CCC(C)CC3)c3ccccc23)cc1	-12	-9	-3	-14	-8	-3	35	35
CCOc1ccc(/C=C/C(=O)N(CC)CC(=O)Nc2ccc3c(c2)OCCO3)cc1OC	12	0	1	5	-6	1	-9	3
Cc1ccc(C)n1-n1cnc2scc(-c3cccs3)c2c1=O	12	-2	-5	11	-8	-2	-26	7
COc1ccccc1C1(CC(=O)O)CCOC(C)(C)C1 (configuration not stated)	3	0	3	14	1	1	-15	-2
Cc1nc(SCc2nc3ccc(Cl)cc3[nH]2)c2oc3ccccc3c2n1	13	4	2	11	-12	-4	7	12
Cn1c(NC(=O)c2cc(-c3ccc4c(c3)OCO4)nc3ccccc23)cc(=O)n(C)c1=O	-32	4	4	-37	1	2	2	2
CC(C)C(=O)NC(=S)Nc1c(Cl)ccc2nsnc12	5	0	9	8	-8	8	6	-13
Cc1ccc(S(=O)(=O)N2CCCC(C(=O)NCCc3ccc4c(c3)OCO4)C2)cc1 (configuration not stated)	7	4	-5	5	5	0	5	6
O=C(NC1CCCC1)c1ccc(Cl)c(S(=O)(=O)N2CCCCC2)c1	8	4	-2	9	0	3	25	1
O=C(c1ccc2[nH]c(=O)c(=O)[nH]c2c1)N1CCN(Cc2ccccc2)CC1	15	-3	-3	22	10	-6	-11	-2
CCc1ccc(NC(=O)COC(=O)CCC2CCCC2)cc1	27	2	2	-11	9	-8	-5	7
CCOc1ccc(Nc2oc(-c3ccccc3Cl)nc2C#N)cc1	13	-3	-5	6	6	2	-4	12
COCCCn1c(C)cc(C(=O)COC(=O)CCc2nc3ccccc3c(=O)[nH]2)c1C	0	2	-2	16	-7	0	11	6
Cc1ccc(-c2nnc(CSc3nnc(C)s3)o2)cc1	3	1	-3	-7	8	-2	-34	-6
O=C(Nc1ccc(F)cc1)c1ccc(S(=O)(=O)NCc2cccnc2)cc1	-32	8	-4	-3	0	6	2	0
Cc1cccc(CSc2cccc3cccnc23)c1	-50	20	-38	13	-8	12	8	5
O=C(O)/C=C/C(=O)Nc1ccc(S(=O)(=O)N2CCCC2)cc1	-21	1	0	-2	-5	0	0	-1

Grouped by structure: the compounds so far containing an NH in an aromatic ring (nine)
SMILES	697 NFkB inh	SENP7 inh	HKDC1 inh	Jurkat NFkB inh	UBC13 polyUb	SENP8 block	Gli-Sufu antag	Apaf1 inhib
Cc1sc2nc(SCC(=O)N3CCOCC3)[nH]c(=O)c2c1-c1ccccc1	-7	-7	1	3	-12	-6	-8	13
Cc1ccc(-c2csc(-c3c[nH]c4ccccc34)n2)cc1	-70	-7	2	-78	11	-11	-105	4
COc1ccc(N2CCN(CCCNC(=O)C(=O)c3c[nH]c4ccccc34)CC2)cc1	5	5	-4	4	30	0	19	4
Cc1cc2nc(C(F)(F)F)[nH]c(=O)n2n1	13	-5	-3	8	9	-3	7	-17
Cc1nc2ccccc2n1Cc1n[nH]c(=S)n1-c1ccc(Cl)cc1	13	0	-8	8	6	0	-6	-7
COc1ccc(-c2nc(-c3ccc4c(c3)OCO4)[nH]c2-c2ccc(OC)cc2)cc1	-24	0	-6	6	1	-1	3	8
Cc1nc(SCc2nc3ccc(Cl)cc3[nH]2)c2oc3ccccc3c2n1	13	4	2	11	-12	-4	7	12
O=C(c1ccc2[nH]c(=O)c(=O)[nH]c2c1)N1CCN(Cc2ccccc2)CC1	15	-3	-3	22	10	-6	-11	-2
COCCCn1c(C)cc(C(=O)COC(=O)CCc2nc3ccccc3c(=O)[nH]2)c1C	0	2	-2	16	-7	0	11	6

Bioassay records (PubChem BioAssay)
